Calb biofilm kill = kills Candida albicans biofilms | inhibition, % at 6 µM | 0.14% of 85,000 active | C. albicans biofilm + clotrimazole, Alamar Blue | AID 834;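 active means inhibition above 20%; inactive means inhibition below 20%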;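 further: preformed 24 hr biofilms exposed to compound for 48 hr; 0% = biofilm without compound and 100% = blank killed by clotrimazole plus chlorhexidine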
ERa coact inh = ER-alpha (human) coactivator binding inhibition. TR-FRET ER-alpha LBD / SRC-1 peptide, estradiol-bound. inhibition, % at 25.6 µM. 1.7% of 86,000 active. AID 629; in the data active means inhibition above about 50%;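 further: 0% = receptor plus peptide control and 100% = peptide only without receptor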
Target sequence (P03372 whole entry, looked up, the tested form may be a part): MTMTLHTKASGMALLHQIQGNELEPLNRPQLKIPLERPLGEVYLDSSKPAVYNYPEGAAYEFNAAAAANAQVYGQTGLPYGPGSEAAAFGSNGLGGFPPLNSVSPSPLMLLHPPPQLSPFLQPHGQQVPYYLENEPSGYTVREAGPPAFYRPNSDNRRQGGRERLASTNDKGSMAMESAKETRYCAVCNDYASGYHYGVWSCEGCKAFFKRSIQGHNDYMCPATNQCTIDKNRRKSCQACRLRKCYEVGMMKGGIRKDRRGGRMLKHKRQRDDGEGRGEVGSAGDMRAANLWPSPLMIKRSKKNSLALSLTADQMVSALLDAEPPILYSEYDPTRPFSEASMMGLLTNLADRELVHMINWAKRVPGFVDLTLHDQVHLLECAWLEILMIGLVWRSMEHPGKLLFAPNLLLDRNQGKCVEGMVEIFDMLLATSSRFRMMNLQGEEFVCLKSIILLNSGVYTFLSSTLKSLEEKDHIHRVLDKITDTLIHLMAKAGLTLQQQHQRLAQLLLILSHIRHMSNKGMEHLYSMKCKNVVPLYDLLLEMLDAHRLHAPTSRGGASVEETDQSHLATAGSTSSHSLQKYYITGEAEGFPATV
ERb coact inh = blocks coactivator binding to human estrogen receptor beta; TR-FRET ER-beta LBD / SRC1-Cy5 peptide binding; receptor agonist-loaded with 1 µM estradiol; inhibition, % at 25.6 µM; 1.3% of 86,000 active; AID 633;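 active means compounds whose percent inhibition of the receptor-coactivator binding signal exceeds about 50% in the single-dose screen, limit read from the data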;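 further: 0% = receptor plus peptide wells without compound and 100% = peptide-only wells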
sEH activator = soluble epoxide hydrolase (human) activation; P34913; purified human sEH enzymatic activity, activator screen; activation, % at 2 µM; 0.04% of 91,000 active; in the data active means activation above about 37%; further: values of inactives mirror those of a sister screen read the other way
H69AR inhibit = growth inhibitors of human H69AR lung tumor cells. H69AR lung tumor viability, ATP luminescence, 72 h; stronger effect = lower value. AID 598. viability, % at 10 µM. 6% of 85,000 active;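 active means viability at or below 40%; inactive means viability above 40%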;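 further: multidrug resistant small cell line overexpressing MRP-1 efflux transporter; 100% = mean luminescence of untreated control wells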
HUVEC prolif 384 = human endothelial cell proliferation inhibition. HUVEC proliferation, CellTiter-Glo luminescence, 72 h; stronger effect = lower value. viability, % at 10 µM (by protocol). 1.1% of 86,000 active;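 active means viability at or below 30%; inactive means viability above 30%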;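 further: 100% = median luminescence of DMSO-only cell control wells on each plate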
Lung fibro prol = blocks proliferation of human lung fibroblasts. LL 47 human lung fibroblast viability, ATP luminescence; stronger effect = lower value. viability, % at 10 µM. 1.1% of 85,000 active. AID 719;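 active means viability at or below 50% in the single dose screen; inactive means viability above 50%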;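 further: compound exposure lasted 72 h before the ATP readout; 100% = median luminescence of untreated cell-only wells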
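Times – overnight cell rest, 72 h compound treatment at 37 °C · Test system – human lung fibroblast line LL 47, low passage · Amount – 1,150 cells in each well · Controls – cell-only wells, no compound · Doses – 0.1% DMSO in all compound wells · Measured by – CellTiter-Glo luminescence · Buffer or medium – IMEM plus 15% FBS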
ERa SRC1 pot = ER-alpha (human) coactivator binding potentiation | coactivator binding (% of control), % at 25.6 µM | 1.3% of 86,000 active | TR-FRET ERalpha-LBD/SRC-Cy5 coactivator binding, 2 h; 100 = basal binding, no effect | AID 639 | P03372; in the data active means activity above about 200%;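 further: binding measured in presence of low estradiol as agonist stimulus; 0% = peptide alone without receptor and 100% = receptor with peptide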
Smad3 inh = blocks human Smad3 binding to FoxH1 peptide. TR-FRET Smad3/Dy647-FoxH1 peptide binding, europium anti-His. inhibition, % at 25 µM. 0.29% of 88,000 active;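 active means compounds that reduce the energy-transfer binding signal between the protein and its labelled peptide by more than half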;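 further: 0% = Smad3 plus labelled peptide maximal FRET and 100% = peptide-only background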
Target sequence (P84022 whole entry, looked up): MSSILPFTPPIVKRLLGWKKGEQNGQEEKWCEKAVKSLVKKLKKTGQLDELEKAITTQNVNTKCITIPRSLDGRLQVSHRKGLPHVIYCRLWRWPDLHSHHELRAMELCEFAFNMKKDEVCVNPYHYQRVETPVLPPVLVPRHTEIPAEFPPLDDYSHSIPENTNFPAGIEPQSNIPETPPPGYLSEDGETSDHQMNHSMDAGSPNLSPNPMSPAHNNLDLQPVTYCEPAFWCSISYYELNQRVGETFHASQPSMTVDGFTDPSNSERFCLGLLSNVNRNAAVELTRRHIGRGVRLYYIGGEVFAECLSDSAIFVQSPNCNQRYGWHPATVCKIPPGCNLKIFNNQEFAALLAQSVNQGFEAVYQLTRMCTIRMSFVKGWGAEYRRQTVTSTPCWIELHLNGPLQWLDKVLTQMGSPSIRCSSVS
Starred values were filed as active, the others as inactive; . = not tested or not shown; [ ] = another dose, or the depositor's remark. This is a subset. The share of hits here may be higher or lower than overall.

SMILES	Calb biofilm kill	ERa coact inh	ERb coact inh	sEH activator	H69AR inhibit	HUVEC prolif 384	Lung fibro prol	ERa SRC1 pot	Smad3 inh
Cc1cccc(C)c1N1CCN(S(=O)(=O)N2CCOCC2)CC1	-3	10	-2	9	92	108	94	114[fluorescence artefact?]	-2
OC1(c2ccc(F)cc2)CCN(Cc2nnnn2Cc2cccs2)CC1	8	-8	-8	1	90	90	100	113	3
CCOC1CCCCC1NS(=O)(=O)c1ccc(Cl)cc1 (stereo not drawn)	3	1[fluorescence artefact?]	2[fluorescence artefact?]	-3	108	107	100	121	10
Fc1ccc(CSc2nc3ccccc3[nH]2)cc1	7	14	18	0	86	118	107	116	5
COC(=O)c1ccc2c(=O)n(C3CCCCC3)c(SCC#N)nc2c1	10	-18	-13[fluorescence artefact?]	21	71	111	109	108	8
CCn1c(Cn2nnc(-c3ccccc3)n2)nnc1SCC(=O)Nc1cccc(C)c1C	1	-9	-11	2	77	103	98	106	0
Cc1ccc(C(=O)OCC(=O)N2CC(=O)Nc3ccccc32)s1	6	-29	-14	.	76	87	98	113[fluorescence artefact?]	-6
COC(=O)C(NC(C)=O)(Nc1sc2c(c1C(N)=O)CCCC2)C(F)(F)F (stereo not drawn)	4	1	-27	-2	87	84	92	109[fluorescence artefact?]	2
CCC(C)[C@@H](C(=O)Nc1ccc2c(c1)OCO2)N1Cc2ccccc2C1=O (stereo partly drawn)	5	-5	-4	0	91	77	88	109[fluorescence artefact?]	4
CCCCNC(=O)CN(CCc1ccccc1)S(C)(=O)=O	-4	1	-11	-10	73	106	93	102[fluorescence artefact?]	-17
CCCN(CCC)CCCNC(=O)c1ccc2c(c1)N(CC)C(=O)c1ccccc1S2=O (stereo not drawn)	-1	8[fluorescence artefact?]	-7[fluorescence artefact?]	2	75	90	97	141[fluorescence artefact?]	10
Cc1nc2sc(C(c3cccs3)N3CC(C)CC(C)C3)c(O)n2n1 (stereo not drawn)	-8	4[fluorescence artefact?]	-2	-1	88	92	97	91	-2
CCCS(=O)(=O)N1CCN(C(=O)c2ccco2)CC1	-1	-6	-6	22	93	104	103	113	11[fluorescence artefact?]
O=C(CSc1nc(-c2ccccc2)cs1)NC(=O)NCc1ccco1	6	11	3	3	73	88	98	104	1
C/C=C/c1ccc(Oc2nnnn2-c2ccc(C(N)=O)cc2)c(OC)c1	8	-19	-28[fluorescence artefact?]	3	84	100	94	103	10
CCn1cc(C(=O)Nc2cccc(NC(C)=O)c2)c2cc(OC)c(OC)cc2c1=O	9	-12	1	.	72	100	101	110	0
CC1CCC(NC(=O)c2ccc(CS(=O)(=O)Cc3ccccc3F)o2)CC1 (stereo not drawn)	3	1	5	-67	86	95	104	94	9
O=C(CCN1C(=O)c2ccncc2C1=O)NCc1ccc(Cl)cc1	8	3[fluorescence artefact?]	-5[fluorescence artefact?]	0	96	102	104	97	1
CN1CCN(C(=O)c2ccc3c(c2)N(Cc2ccc(Cl)cc2)C(=O)c2ccccc2S3=O)CC1 (stereo not drawn)	4	-1	-10	.	95	100	92	103	-14
Cc1ccsc1C=Nc1ccc(O)cc1	11	35	76*[fluorescence artefact?]	14	72	81	91	64[fluorescence artefact?]	21
O=C(c1ccc(C#CC2(O)CCCCC2)cc1)N1CCN(Cc2ccccc2)CC1	2	4	-9	-17	95	99	99	90	-2
Cc1cc(NC(=O)C2CCCN2C(=O)Nc2c(C)cccc2C)ccc1-n1cnnn1 (stereo not drawn)	9	-20	-22[fluorescence artefact?]	7	96	93	97	106	3
Cc1c(NC(=O)c2ccccc2NS(=O)(=O)c2ccc(Br)cc2)c(=O)n(-c2ccccc2)n1C	7	10	-5	6	87	76	92	99	3
OC(CN1CCN(c2ccccn2)CC1)Cn1c2ccccc2c2ccccc21 (stereo not drawn)	5	-1	-7	-9	99	99	97	107[fluorescence artefact?]	6
Cc1ccccc1-c1nc(CN2CCC(C(=O)NCCC3=CCCCC3)CC2)c(C)o1	-6	-2	-2	-93	28*	4.8*	76	113	5

6 of the entries above in order of the ERa SRC1 pot value, lowest first.
| structure | ERa coact inh | ERb coact inh | sEH activator | ERa SRC1 pot | Smad3 inh |
| --- | --- | --- | --- | --- | --- |
| Cc1nc2sc(C(c3cccs3)N3CC(C)CC(C)C3)c(O)n2n1 (stereo not drawn) | 4[fluorescence artefact?] | -2 | -1 | 91 | -2 |
| CC1CCC(NC(=O)c2ccc(CS(=O)(=O)Cc3ccccc3F)o2)CC1 (stereo not drawn) | 1 | 5 | -67 | 94 | 9 |
| Cc1c(NC(=O)c2ccccc2NS(=O)(=O)c2ccc(Br)cc2)c(=O)n(-c2ccccc2)n1C | 10 | -5 | 6 | 99 | 3 |
| CN1CCN(C(=O)c2ccc3c(c2)N(Cc2ccc(Cl)cc2)C(=O)c2ccccc2S3=O)CC1 (stereo not drawn) | -1 | -10 | . | 103 | -14 |
| COC(=O)c1ccc2c(=O)n(C3CCCCC3)c(SCC#N)nc2c1 | -18 | -13[fluorescence artefact?] | 21 | 108 | 8 |
| OC1(c2ccc(F)cc2)CCN(Cc2nnnn2Cc2cccs2)CC1 | -8 | -8 | 1 | 113 | 3 |

Three compounds out of the list, ordered by length of the SMILES, descending.
SMILES	Calb biofilm kill	ERa coact inh	ERb coact inh	sEH activator	H69AR inhibit	HUVEC prolif 384	Lung fibro prol	ERa SRC1 pot	Smad3 inh
Cc1ccccc1-c1nc(CN2CCC(C(=O)NCCC3=CCCCC3)CC2)c(C)o1	-6	-2	-2	-93	28*	4.8*	76	113	5
Cc1nc2sc(C(c3cccs3)N3CC(C)CC(C)C3)c(O)n2n1 (stereo not drawn)	-8	4[fluorescence artefact?]	-2	-1	88	92	97	91	-2
Cc1cccc(C)c1N1CCN(S(=O)(=O)N2CCOCC2)CC1	-3	10	-2	9	92	108	94	114[fluorescence artefact?]	-2

(continued)
SMILES	Calb biofilm kill	ERa coact inh	ERb coact inh	sEH activator	H69AR inhibit	HUVEC prolif 384	Lung fibro prol	ERa SRC1 pot	Smad3 inh
Cc1noc(C)c1S(=O)(=O)N(CC(=O)N1CCn2c1nc1ccccc12)c1ccc(C(C)C)cc1	3	-4	-5	11	94	79	89	104	0
O=C1C=C(Nc2cccc(O)c2)CC(c2ccco2)C1 (stereo not drawn)	1	22	37[fluorescence artefact?]	-4	95	98	99	72	9
Cc1nnc(NC2=NCCC2)s1	-9	7	14	12	92	93	97	99	-8
O=C(CCn1c(=S)[nH]c2cc3c(cc2c1=O)OCO3)N1CCN(C2CCCCC2)CC1	3	0	3[fluorescence artefact?]	-8	91	90	97	114	12[fluorescence artefact?]
CCOc1ccc(C2C(C(=O)c3ccco3)=C(O)C(=O)N2CCN(C)C)cc1 (stereo not drawn)	3	4[fluorescence artefact?]	-12	4	106	89	103	105	15
CCOC(=O)C1C(=O)CC(C)(O)C(C(=O)OCC)C1c1ccco1 (stereo not drawn)	5	6[fluorescence artefact?]	-4[fluorescence artefact?]	.	89	98	103	98	-1
C(=N\c1nc2ccccc2[nH]1)/c1cccs1	5	8	9	.	99	98	101	101	-4
COc1ccc(-c2nn(CC(=O)Nc3ccc(Cl)c(Cl)c3)c(=O)c3ccccc23)cc1	1	0	0	-19	98	103	98	183	-22
CCc1ccccc1N1C[C@@]23C=C[C@@H](O2)C(C(=O)OCC(C)C)[C@H]3C1=O (stereo partly drawn)	-2	-6	-2[fluorescence artefact?]	14	98	105	102	100	-10
Cc1c(N=C/C=C/c2ccccc2)c(=O)n(-c2ccccc2)n1C	4	-4	-6	-5	89	105	95	100	8
Cc1cc(C(=O)NCc2ccc3c(c2)OCO3)n(-c2ccccc2)n1	8	0	45[fluorescence artefact?]	9	88	91	106	103[fluorescence artefact?]	7
CCN(CC)S(=O)(=O)c1ccc2oc(SCc3ccc(F)cc3)nc2c1	.	-5	-3	0	67	92	89	96	-1
Cc1oc(-c2ccccc2F)nc1CS(=O)(=O)CC(=O)NCc1ccco1	-3	91*[fluorescence artefact?]	91*[fluorescence artefact?]	7	99	100	103	22[fluorescence artefact?]	78*
CCCCc1ccc(NC=C2C(=O)OC3(CCCCC3)OC2=O)cc1	3	1[fluorescence artefact?]	23	2	46	105	101	105	16
CN1CCc2c(sc3c2C(=O)NC(c2ccco2)N3)C1 (stereo not drawn)	5	-6[fluorescence artefact?]	9[fluorescence artefact?]	12	83	100	101	91[fluorescence artefact?]	-2
CCn1c(Cn2nnc(-c3ccccc3)n2)nnc1SCC(=O)Nc1ccc(N(C)C)cc1	7	0	-6	.	84	84	104	128	5
Cc1[nH]nc(N2CCCCCC2)c1[N+](=O)[O-]	3	-2	-11	2	95	99	103	111	3
Cn1c(=O)[nH]c(=O)c2c1nc(CN(Cc1ccccc1)Cc1ccccc1)n2CCN1CCOCC1	2	-9	4	11	63	80	91	105	2
CC1=C(C(N)=O)C(c2cccs2)n2nc(-c3cccc(Cl)c3)nc2N1 (stereo not drawn)	5	-6	-7	-4	86	86	99	113	11
Cc1cc2c3c(c1)C1(C(=O)N3C(C)(C)CC2C)C(C#N)=C(N)Oc2cc(O)ccc21 (stereo not drawn)	4	6	6	4	50	59	98	60	-2
CCOCc1cc(C)[nH]c(=O)c1C#N	-7	10	-2	.	97	102	100	121	-4
COc1ccc(/C=C2\CCOC2=O)cc1	4	-7	0	5	92	102	97	103	-5
O=C(CCn1c(=O)oc2ccccc21)N1CCN(C(c2ccccc2)c2ccccc2)CC1	-3	5	-7[fluorescence artefact?]	.	97	99	99	100	1
O=C(NC(Cc1ccccc1)C(=O)O)OCc1ccccc1 (stereo not drawn)	-2	-9	-2	-5	96	97	.	148	-8
COc1ccc(CCNC(=O)C2CCN(Cc3nc(-c4cccc(Cl)c4)oc3C)CC2)cc1OC	-2	6	1	.	97	98	98	107	7
O=C(CC(=O)N1CCN(c2ccccn2)CC1)Nc1ccc2nc3n(c(=O)c2c1)CCCCC3	12	5	3	3	107	104	91	89	-5
COC(=O)CNC(=O)C1CCN(c2nc(C)cc(C)n2)CC1	3	-2	1	.	87	97	100	115	1[fluorescence artefact?]

ERb coact inh: what is marked active above.
Compound | ERa coact inh | ERb coact inh | sEH activator | ERa SRC1 pot | Smad3 inh
Cc1ccsc1C=Nc1ccc(O)cc1 | 35 | 76*[fluorescence artefact?] | 14 | 64[fluorescence artefact?] | 21
Cc1oc(-c2ccccc2F)nc1CS(=O)(=O)CC(=O)NCc1ccco1 | 91*[fluorescence artefact?] | 91*[fluorescence artefact?] | 7 | 22[fluorescence artefact?] | 78*

From PubChem
